SRC1 inh = inhibits human SRC1 coactivator; HEK293 GAL4-SRC1 luciferase reporter, luminescence; inhibition, % at 3.6 µM; actives 0.12% (n = 360,000); AID 588354;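 active = inhibition above the campaign mean plus 3 SD, with each screening campaign given its own cutoff, cut at about 60% in these data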;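 note: 0% = DMSO treated cells and 100% = gossypol at 36 µM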
LMP1 NFkB inh = reduces LMP1-driven NF-kappaB luciferase signal; LMP1-induced NF-kappaB luciferase reporter cells, luminescence; AID 504558; inhibition, % at 12.5 µM; actives 0.69% (n = 350,000); in the data active = inhibition above about 41%;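 note: 0% = neutral control wells and 100% = reference inhibitor control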
NCOA2 inhibitor = inhibits human steroid receptor coactivator 2; actives 0.17% (n = 370,000); Q15596; inhibition, % at 9 µM; HEK293 GAL4-SRC2 luciferase reporter, luminescence;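 active = inhibition above the mean inhibition of all tested compounds plus 3 SD, set per campaign, cut at about 52% in these data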;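 note: 0% = DMSO treated cells and 100% = cells given Gossypol at 36 µM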
KKLEB tox = CF airway cell cytotoxicity counter-screen. activity change (cytotoxicity), % at 5 µM. actives 0.36% (n = 360,000). KKLEB CF airway cells viability, ATPlite luminescence, overnight; hits give low values; cells stimulated with P. aeruginosa culture filtrate;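 active = corrected activity change at or below -50% at 5 µM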
TROY NFkB inh = blocks TROY-dependent signaling in reporter cells; Q293 LMP1-TROYcd NF-kB luciferase reporter, 4 h; inhibition, % at 10 µM; actives 0.98% (n = 360,000); AID 1347056;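 active = compounds whose plate-normalised and pattern-corrected inhibition of the luciferase reporter signal at the single screening dose is 50% or more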
TWEAK Fn14 block = TWEAK-Fn14 signaling inhibition; TWEAK-stimulated Fn14 reporter cells, luciferase luminescence, 8 h; inhibition, % at 10 µM; actives 2% (n = 360,000); in the data active = inhibition above about 50%
COUP-TFII inh = inhibitors of human COUP-TFII (NR2F2); HEK293T NGFI-A luciferase reporter, luminescence; actives 0.7% (n = 370,000); inhibition, % at 8.6 µM;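 active = inhibition above a per-plate cutoff, mean inhibition of test wells between control levels plus 3 SD, cut at about 38% in these data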;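 note: cells cotransfected with COUP-TFII expression vector driving the NGFI-A reporter; 0% = median of COUP-TF2 test wells and 100% = reporter-only cells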
Target sequence (P24468 whole entry, looked up): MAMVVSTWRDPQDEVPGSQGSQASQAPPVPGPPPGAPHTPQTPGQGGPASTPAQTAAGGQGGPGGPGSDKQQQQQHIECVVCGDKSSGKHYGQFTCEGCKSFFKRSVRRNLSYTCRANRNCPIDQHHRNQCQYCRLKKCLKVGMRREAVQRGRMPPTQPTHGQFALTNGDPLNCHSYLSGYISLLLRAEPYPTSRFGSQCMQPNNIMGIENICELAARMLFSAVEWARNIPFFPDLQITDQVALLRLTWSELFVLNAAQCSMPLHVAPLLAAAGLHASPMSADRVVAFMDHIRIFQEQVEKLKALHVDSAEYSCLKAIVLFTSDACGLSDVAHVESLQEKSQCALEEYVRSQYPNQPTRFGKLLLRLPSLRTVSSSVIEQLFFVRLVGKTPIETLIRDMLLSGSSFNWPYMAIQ
CF NFkB inh = inhibitors of cystic fibrosis induced NF-kB. KKLEB NF-kB-GFP reporter, PAF-induced, GFP fluorescence overnight. actives 0.86% (n = 360,000). inhibition, % at 5 µM;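 active = at least 50% inhibition at 5 µM, scaled per plate between neutral and stimulator controls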;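 note: PAF is a Pseudomonas aeruginosa culture filtrate used as stimulus; plate controls were PAF-stimulated DMSO wells for no effect and unstimulated DMSO wells for full effect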
C8 TRAIL sens = caspase-8 TRAIL sensitization | NB7+C8 cells + TRAIL, ATPlite viability luminescence | inhibition (viability loss, TRAIL sensitization), % at 10 µM | actives 1% (n = 360,000) | AID 624354;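 active = compounds causing at least 50% loss of cell viability in the single-dose screen, relative to plate controls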
NCOA3 inh = inhibitors of human steroid receptor coactivator 3 (SRC3). Q9Y6Q9. HEK293 GAL4-SRC3 luciferase reporter, luminescence. inhibition, % at 3.6 µM. actives 0.17% (n = 360,000). AID 588352;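 active = inhibition above a per-campaign cutoff, the mean of all compounds plus 3 SD, cut at about 60% in these data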;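 note: 0% = DMSO-treated cells and 100% = gossypol-treated cells at 36 µM; higher means less SRC3-driven luciferase light from the GAL4 reporter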
LRH-1 inv ag = suppresses constitutive activity of human LRH-1. O00482. HEK293T StAR-luciferase reporter, LRH-1 transfected, 24 h. inhibition, % at 3.6 µM. AID 602396. actives 0.13% (n = 360,000);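 active = inhibition above the mean inhibition of all tested compounds plus 3 SD, cut at about 73% in these data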;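 note: 0% = DMSO wells and 100% = reporter-only cells lacking LRH-1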
Target sequence (O00482 whole entry, looked up): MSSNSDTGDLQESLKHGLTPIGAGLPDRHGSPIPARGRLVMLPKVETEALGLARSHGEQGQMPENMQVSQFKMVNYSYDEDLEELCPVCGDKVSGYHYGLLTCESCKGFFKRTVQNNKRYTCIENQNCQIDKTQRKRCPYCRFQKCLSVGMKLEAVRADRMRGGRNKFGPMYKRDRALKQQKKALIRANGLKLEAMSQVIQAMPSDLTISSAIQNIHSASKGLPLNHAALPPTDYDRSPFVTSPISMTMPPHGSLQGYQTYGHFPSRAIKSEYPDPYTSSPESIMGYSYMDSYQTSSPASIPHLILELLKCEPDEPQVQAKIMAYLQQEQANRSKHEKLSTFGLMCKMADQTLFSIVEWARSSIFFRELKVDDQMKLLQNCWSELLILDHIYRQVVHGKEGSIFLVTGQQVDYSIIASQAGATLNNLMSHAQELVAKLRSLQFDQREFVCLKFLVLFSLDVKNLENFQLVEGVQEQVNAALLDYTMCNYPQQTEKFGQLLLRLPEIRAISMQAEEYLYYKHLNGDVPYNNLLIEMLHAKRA
Starred values were filed as active, the others as inactive; x = not tested or not shown.

The line under a structure holds: SRC1 inh, LMP1 NFkB inh, NCOA2 inhibitor, KKLEB tox, TROY NFkB inh, TWEAK Fn14 block, COUP-TFII inh, CF NFkB inh, C8 TRAIL sens, NCOA3 inh, LRH-1 inv ag
[1] Cc1ccc(OCC(=O)NNC(=O)c2ccc(F)c(S(=O)(=O)N3CCOCC3)c2)cc1C
 : 3, 4, -27, -9, 7, 8, 12, -35, -3, -12, 8
[2] CCOC(=O)c1c(S(=O)(=O)NCc2ccc(OC)cc2)c(C)n(C)c1C
 : -18, -4, -11, 2, -21, 9, 5, -11, -5, -32, 14
[3] O=C(OCC(=O)N1CCCC1=O)c1ccc(O)cc1O
 : -7, 7, 22, -7, -26, -11, 0, -1, 8, -9, 7
[4] CCOC(=O)C1(Cc2cccc(OC)c2)CCN(CC2CC=CCC2)CC1 (stereo not drawn)
 : -5, 1, 15, -8, -2, -2, 8, 2, 11, 24, 11
[5] S=c1nc2ccccc2c2nc(-c3ccccc3Br)[nH]n12
 : -5, 12, -3, 0, -16, -24, 11, -14, 4, -16, -8
[6] COc1ccc(S(=O)(=O)N2CCC(C(=O)NCCN3CCOCC3)CC2)cc1C
 : -17, -2, 6, 4, -6, 47, 9, -26, -3, 9, 7
[7] COc1cc2[nH]c(=O)n(CCC(=O)N3CCN(c4cc(Cl)ccc4C)CC3)c(=O)c2cc1OC
 : -13, 6, -2, 1, 15, 46, -1, -5, 14, -22, 0
[8] CC(C)c1ccc(NC(=O)C2CCN(S(C)(=O)=O)CC2)cc1
 : -45, -8, -28, -1, -5, -8, -22, -16, 6, 18, 5
[9] Cc1ccc(/C=N\NC(=O)Cn2c(C)nc3ccccc32)o1
 : -7, -6, 13, 2, 6, -4, 0, -6, -11, 13, 1
[10] O=C(Nc1nc(-c2ccccc2)cs1)c1cccs1
 : -68, -17, -68, 14, -18, 23, -29, -46, 10, -61, -135
[11] CC(C)c1cc(N2CCOCC2)n2ncc(-c3ccccc3)c2n1
 : -8, -5, -26, -6, 22, 28, 4, 22, -8, -3, 2
[12] Cc1c(C)n2c(SCC(=O)Nc3cccc4ccccc34)nnc2[nH]c1=O
 : -22, 4, -14, -15, 8, 1, 8, -22, 4, 16, -2
[13] CCOC(=O)/C=C1\NC(=O)CS1
 : 13, 1, -3, 5, x, -4, -3, 10, 8, -2, 2
[14] CCOC(=O)N1CCN(C(=O)C(C)n2nc(C)n3c(cc4sccc43)c2=O)CC1 (stereo not drawn)
 : -9, 2, 5, 1, 14, -23, 12, -2, 2, -12, 14
[15] O=S(=O)(Cc1ccc(Cl)cc1)C1CCCCC1O (stereo not drawn)
 : -8, 0, 8, 4, 6, 0, -6, -8, 17, 9, 13
[16] O=C(Oc1ccc(C(=S)N2CCOCC2)cc1Br)c1ccccc1F
 : 8, -9, -23, -1, 6, -26, 24, -2, -6, 25, 0
[17] CCCOC(=O)c1c(-c2ccc(C)cc2C)csc1NC(=O)C1C2CCC(O2)C1C(=O)O (stereo not drawn)
 : -17, 4, -2, -7, 19, 24, 8, -10, 7, 9, -8
[18] CC(C)(Oc1ccc(Cl)cc1)C(=O)Nc1ccncc1
 : 18, 7, 8, -3, 19, 14, 26, -6, -17, 11, 33
[19] COc1ccc(-c2ccc(=O)n(Cc3cccc(Cl)c3)n2)cc1
 : -8, -1, -9, -8, 19, -12, -5, 15, -5, -5, 8
[20] Cc1ccn2c(NC(=O)c3ccccc3)c(-c3ccccc3)nc2c1
 : -8, 5, 10, -8, -2, 4, -8, 6, -9, -13, 9
[21] Cc1cccc(NC(=O)c2oc3c(c2C)C(=O)CC(C)(C)C3)n1
 : -51, -10, 4, -10, -38, -3, -1, -1, 16, -16, -1
[22] COC(=O)C1=C(C)NC(C)=C(C(=O)OC)C1c1cc2cc(C)ccc2[nH]c1=O
 : 2, -4, -24, 6, -19, 0, -15, 3, 8, 7, 11
[23] Cc1ccc(NC(=O)CSCC(=O)Nc2sccc2C#N)cc1
 : -13, -17, 15, -6, -16, -6, -1, 9, 0, 5, -15
[24] O=C(Nc1cccnc1)c1cccc(F)c1
 : 9, -2, 16, -8, 1, 16, 0, -10, -7, 12, -5
[25] Cn1cnnc1SCC(=O)c1ccc2c(c1)OCO2
 : -5, -4, -27, 0, -14, -2, -9, -5, -14, -12, 6
[26] CCCCc1nn2c(N)c(/C=C3\C=Nc4ccccc43)c(=O)nc2s1
 : -10, -1, -1, 20, 6, -13, 0, -27, -25, 14, 10
[27] Cc1ccc(S(=O)(=O)Nc2ccccc2C(=O)N2CCCCCC2)cc1
 : 0, -1, -15, -5, 11, 10, -8, 6, 4, 9, -7
[28] Cc1ccccc1N=Nc1c(N)n[nH]c1N
 : -9, 7, -16, 8, 9, 33, -13, 24, 9, -16, 5
[29] O=C(NCCC1=CCCCC1)C1CCCN(S(=O)(=O)c2ccc(F)cc2)C1 (stereo not drawn)
 : -15, 1, -40, 6, 12, -1, -2, 22, -3, -20, 16
[30] CN(CC(=O)N1CCN(c2ccccn2)CC1)S(=O)(=O)c1ccc2ccccc2c1
 : 0, -2, 7, -1, 22, 4, 7, -3, 16, 8, -17

Down the list, from the results shown:
Entries 9 to 20 in LMP1 NFkB inh read -6, -17, -5, 4, 1, 2, 0, -9, 4, 7, -1, 5

Ordered by number of heavy atoms (high to low): part of the list above.
The line under a structure holds: SRC1 inh, LMP1 NFkB inh, NCOA2 inhibitor, KKLEB tox, TROY NFkB inh, TWEAK Fn14 block, COUP-TFII inh, CF NFkB inh, C8 TRAIL sens, NCOA3 inh, LRH-1 inv ag
[29] O=C(NCCC1=CCCCC1)C1CCCN(S(=O)(=O)c2ccc(F)cc2)C1 (stereo not drawn)
 : -15, 1, -40, 6, 12, -1, -2, 22, -3, -20, 16
[5] S=c1nc2ccccc2c2nc(-c3ccccc3Br)[nH]n12
 : -5, 12, -3, 0, -16, -24, 11, -14, 4, -16, -8
[13] CCOC(=O)/C=C1\NC(=O)CS1
 : 13, 1, -3, 5, x, -4, -3, 10, 8, -2, 2

Further results.
The line under a structure holds: SRC1 inh, LMP1 NFkB inh, NCOA2 inhibitor, KKLEB tox, TROY NFkB inh, TWEAK Fn14 block, COUP-TFII inh, CF NFkB inh, C8 TRAIL sens, NCOA3 inh, LRH-1 inv ag
[31] CC(Nc1ccc(F)cc1)=[N+](C)CCNS(=O)(=O)c1ccc(Cl)cc1
 : -11, 11, 7, 5, -24, -9, 14, -10, -5, 1, 20
[32] COCCNc1ccc(S(=O)(=O)N2CCCC2)cn1
 : 9, 12, 3, 3, 7, -9, 15, 4, -7, 10, 7
[33] CCc1nc(SCC(=O)N2c3ccccc3CC2C)c2c(C)c(C)sc2n1 (stereo not drawn)
 : -9, 16, -18, 7, 15, 14, -29, -9, 26, -20, -40
[34] COc1cc2c(cc1NC(=O)c1ccc(C)c([N+](=O)[O-])c1)oc1ccccc12
 : -1, -5, -20, -22, -15, -31, 4, 36, 2, 16, 4
[35] Nn1c(N2CCCCC2)nc2ccccc21
 : -5, 0, 2, 0, 3, -31, -9, 12, 13, -7, -20
[36] CC1CCCC(C)N1C(=O)COC(=O)Cc1ccc(Cl)cc1 (stereo not drawn)
 : 8, -1, -4, -16, -22, -7, -17, 9, 17, 11, 43
[37] COc1ccc(NC(=O)CSc2nnc(-c3ccoc3C)n2CC2CCCO2)cc1 (stereo not drawn)
 : 4, -7, -9, 0, -16, 1, -3, -4, 5, 14, 11
[38] O=C(C(c1ccccc1)c1ccccc1)N1CC[C@@]2(O)CCCC[C@H]2C1
 : 16, -7, 10, -15, 2, 15, -8, 10, -8, 9, 2
[39] CCc1nc2ccc(C(=O)N3CCN(C(C)=O)CC3)cn2c1N(C)C(=O)c1cccc(OC)c1
 : -2, x, -9, 1, -3, -6, 15, -9, 9, -7, -8
[40] O=C(CN1C(=O)C2CC=CCC2C1=O)NC1CCCc2ccccc21 (stereo not drawn)
 : 4, 9, 25, -4, 1, -1, 12, 14, -3, -22, 1
[41] CCOC(=O)C(Oc1ccc2c(-c3ccc(OC)cc3)cc(=O)oc2c1C)c1ccccc1 (stereo not drawn)
 : 8, 4, -27, -3, 10, 21, 3, 23, -20, -6, 15
[42] Cc1cc(C(F)F)nn1CC(=O)N1CCSCC1
 : -12, 3, -12, 4, -16, -1, 7, -8, -21, 20, 15
[43] COC(=O)c1ccc(Oc2c(C(F)(F)F)oc3c(CN4CCN(C)CC4)c(O)ccc3c2=O)cc1
 : 4, 1, -9, -16, 4, 7, -2, 4, -3, 1, -2
[44] CCOC(=O)c1cocc1C(=O)O
 : -3, -10, -3, -13, -4, -8, 3, 25, -18, 6, 6
[45] Nc1nonc1NC(=O)CSc1ncccc1C(=O)O
 : 16, 0, 3, 0, 12, 4, -6, 8, -14, 9, -3
[46] COc1ccc(/C=N/NC(=O)CC(=O)NCCc2ccccc2)cc1OC
 : -2, -9, -8, -4, -4, 7, -5, -4, -1, 7, 14
[47] Cc1ccc(-c2c(C(=O)N/N=C/c3ccc4c(c3)OCO4)nnn2-c2nonc2N)cc1
 : 19, -3, -14, 4, 1, -5, 5, -23, 17, 8, -3
[48] O=C(NCCS(=O)(=O)NCCc1ccccc1)c1ccc2c(c1)OCO2
 : -80, -26, -53, 13, -35, -7, -25, 13, 31, -46, -87
[49] CC1(C)c2ccccc2-c2nc3ccccc3cc2C1O (stereo not drawn)
 : -37, 0, -50, -6, -26, 19, -16, 0, 32, -14, 8
[50] O=C(NNC(=O)c1ccncc1)Nc1ccc(Br)cc1
 : -3, -18, -6, -9, -44, -42, -16, -5, -20, -25, -11
[51] Cc1ccccc1N1CN(Cc2ccco2)CNC1=S
 : 0, 0, -3, -6, -5, -1, 15, 13, -1, 11, 9
[52] CCCC(=O)Nc1nnc(SCC(=O)N2CCN(c3ccccc3)CC2)s1
 : -6, -4, 5, 2, 12, 0, 2, 6, 1, -22, 7
[53] NS(=O)(=O)c1ccc(CNC(=O)c2ccc3ccccc3n2)cc1
 : 2, 5, -5, -20, 4, 9, -1, -9, 11, -6, 15
[54] CN(C(=O)CSc1nnc(-c2ccco2)n1Cc1ccccc1)C1CCS(=O)(=O)C1 (stereo not drawn)
 : -37, -4, -17, -7, -16, 6, 12, 16, 5, -14, -1
[55] O=C1OCCC1(c1ccccc1)c1ccccc1
 : -7, -7, 3, -1, -4, 5, -2, -19, 7, 8, -22
[56] Cc1ccc(OCC(=O)Nc2ccccc2[N+](=O)[O-])c(Br)c1
 : -125, -51, -35, 3, -61, -2, -21, -11, 14, -61, -52

Outcome played no part in choosing rows; about 4.2% have a hit in one of these screens.
